Screening data as filed in PubChem BioAssay.
LDHA inh – inhibitors of human lactate dehydrogenase A; purified LDHA, NADH/diaphorase-resazurin fluorescence; active compounds read low; activity change, % (values are at about 110 or 230 µM); hit rate 0.15% among 480,000; AID 1347041; in the data active means activity change below about -30%;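 further: plate controls were DMSO wells for no effect and wells without enzyme for full effect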
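Resorufin fluorescence (ex540/em590), read at 0 and 20 min after diaphorase/resazurin addition, reports the NADH left after a 5 min room-temperature reaction of 2 nM human LDH5 with 0.06 mM NADH and 0.2 mM pyruvate.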
PI4K2A block – PI4K2A (human) kinase inhibition; Q9BTU6; purified PI4K2A, ADP-Glo luminescence, 1 h; active compounds read low; activity change, negative = inhibition, % at 76.9 µM; hit rate 0.13% among 420,000; AID 1346378; in the data active means activity change below about -50%;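 further: -100% = wells without enzyme as full effect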
Target sequence (Q9BTU6 whole entry, looked up): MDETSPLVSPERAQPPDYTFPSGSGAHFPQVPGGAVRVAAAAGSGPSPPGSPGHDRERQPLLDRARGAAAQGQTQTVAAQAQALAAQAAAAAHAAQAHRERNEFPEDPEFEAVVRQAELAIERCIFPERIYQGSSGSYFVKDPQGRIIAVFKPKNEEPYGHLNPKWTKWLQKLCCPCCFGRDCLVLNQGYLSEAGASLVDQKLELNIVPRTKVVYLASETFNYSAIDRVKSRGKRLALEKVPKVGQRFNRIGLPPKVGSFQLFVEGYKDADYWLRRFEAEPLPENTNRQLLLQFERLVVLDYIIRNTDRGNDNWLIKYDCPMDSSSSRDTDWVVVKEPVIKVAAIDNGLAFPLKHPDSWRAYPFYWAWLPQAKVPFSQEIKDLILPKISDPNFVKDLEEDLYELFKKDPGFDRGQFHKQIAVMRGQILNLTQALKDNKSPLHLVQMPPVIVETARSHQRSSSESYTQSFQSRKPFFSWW
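In this quantitative HTS, ADP production by PI4K2A was quantified luminescently after 1 h at ambient temperature; 100 microM adenosine served as plate-quality control.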
Numbers without * were called inactive; . = not tested or not shown. The list is partial. The share of hits here may be higher or lower than overall.

LDHA inh | PI4K2A block | molecule
. | -9 | COc1ccc2[nH]c3c(c2c1)CCN[C@]31C(=O)N(Cc2cn(Cc3ccccc3)nn2)c2ccccc21
. | -7 | CC(=O)c1cc(-c2ccc3nonc3c2)c(=O)n2c1CCC2
. | -2 | CCC[C@H]1[C@@H](NS(=O)(=O)c2ccccc2[N+](=O)[O-])CC[C@@]23CCCN2C(=O)CCC[C@@H]13
. | -3 | Cn1c(=O)c(=O)n(C)c2cc(S(=O)(=O)N3CCN(CCO)CC3)ccc21
. | 2 | S=c1[nH]nc(-c2n[nH]c3c2CCC3)n1N=Cc1ccc(Br)s1
4 | . | Cc1ccc(-c2ccc(C=C(C#N)C#N)n2C)cc1
11 | . | Cc1ccc(Nc2nc(-c3ccc(S(=O)(=O)N4CCCCC4)cc3)cs2)cc1C
2 | . | Cc1ccccc1CC(=O)NCCc1cccnc1
8 | . | O=C(Nc1ccccn1)C1CC(=O)N(c2ccc3c(c2)OCO3)C1 (configuration not stated)
2 | . | Cc1ccc(S(=O)(=O)N/N=C/c2sccc2C)cc1[N+](=O)[O-]
-11 | . | C=CCn1c(C)cc(C(=O)COC(=O)c2cc(C)nc3ccccc23)c1C
11 | . | O=C(Cc1n[nH]c(=O)c2ccccc12)OCC(=O)c1ccc(C2CCCCC2)cc1
2 | . | CCCCCC1CCC(c2ccc(-c3ccc(OCCC)cc3F)nc2)CC1 (configuration not stated)
-1 | . | COC(=O)c1ccc(CNC(=O)C2CC=CCC2)cc1 (configuration not stated)
9 | . | CC1CCN(CCNC2CCCC2)CC1
2 | . | CCn1c(=O)n(CC(=O)NCC(=O)Nc2cccc(C)c2C)c2ccccc21
6 | . | CCCNC(=O)CSc1ncc(-c2ccc(Cl)cc2)o1
1 | . | O=C(/C=C/c1cccc(O)c1)c1cccc(Br)c1
6 | . | NCc1ccc(OCc2cccc(F)c2)cc1
2 | . | O=S(=O)(NC1c2ccccc2Oc2ccccc21)c1cccs1
-18 | . | CCOC(=O)c1oc2cc(OCc3cccc(OC)c3)ccc2c(=O)c1-c1ccc(OC)cc1
-47* | . | ClCC(Cl)C[n+]1cccc2ccccc21 (configuration not stated)
-22 | . | CCOc1ccc(NC(=O)Cn2c(C)cc(=O)n3nc(-c4cccs4)nc23)cc1
5 | . | Fc1ccc(N=Cc2ccc(C=Nc3ccc(F)cc3F)cc2)c(F)c1
2 | . | CCOC(=O)C(c1ccccc1)C(C(=O)OCC)c1ccccc1 (configuration not stated)
2 | . | O=C(CSc1ncnc2ccccc12)Nc1cc(Cl)ccc1Cl
-3 | . | CN(C)C(=O)C(Sc1nnc(-c2ccncc2)n1-c1ccc(Cl)cc1)c1ccccc1 (configuration not stated)
1 | . | Cc1[nH]c(C(=O)O)c(C)c1C#N
-1 | . | CCc1nc2n(n1)C1(CCCCC1)[C@@H]1CCCC[C@@H]1N2C(=O)C1CC1
-6 | . | O=S(=O)(c1ccc2c(c1)OCCO2)c1nc(-c2ccccc2F)oc1NCCN1CCOCC1

Arranged by count of non-hydrogen atoms (ascending): three of the compounds above.
LDHA inh | PI4K2A block | molecule
. | -7 | CC(=O)c1cc(-c2ccc3nonc3c2)c(=O)n2c1CCC2
. | -3 | Cn1c(=O)c(=O)n(C)c2cc(S(=O)(=O)N3CCN(CCO)CC3)ccc21
2 | . | CCn1c(=O)n(CC(=O)NCC(=O)Nc2cccc(C)c2C)c2ccccc21

The list continues:
LDHA inh | PI4K2A block | molecule
1 | . | CC(c1nc(C2CC2)no1)N1CCC(c2ccnn2CCO)CC1 (configuration not stated)
5 | . | Cc1ccc(C(=O)NC(Nc2cc(C)ccc2C)C(Cl)(Cl)Cl)cc1 (configuration not stated)
9 | . | O=C(CCC1CCCO1)N1CCSCC1 (configuration not stated)
1 | . | COC(=O)c1cnn(-c2ccc(C(=O)Nc3ccc(F)c(F)c3)cc2)c1N
0 | . | COCCn1c(C(=O)NCc2ccccc2)nc2ccccc2c1=O
-6 | . | CSCC[C@H](NC(=O)Cc1ccccc1)c1nc2ccccc2[nH]1
1 | . | CCOC(=O)C1CCN(CCC(=O)Nc2cc(C)ccc2OC)CC1
-8 | . | COc1ccccc1CNC(=O)c1ccc(CS(=O)c2ccc(Br)cc2)o1 (configuration not stated)
-8 | . | CC(C)(C)NC(=O)NC(=O)CSc1nnc(-c2c[nH]c3ccccc23)o1
-3 | . | O=C(NCCc1ccccc1F)c1cc2ccccc2[nH]1
0 | . | COCCn1c(SC(C)C#N)nnc1-c1ccc(Cl)cc1 (configuration not stated)
-2 | . | O=C(O)C1C2CCC(CC2)C1C(=O)NCCCN1CCOCC1 (configuration not stated)
6 | . | CCc1ccc(OCCCOc2ccccc2/C=N/NC(=O)c2cccc(Cl)c2)cc1
4 | . | O=C(Nc1cccc(Cl)c1F)C1CC(=O)N(C2CCCC2)C1 (configuration not stated)
8 | . | O=S(=O)(c1ccc2oc3ccc(S(=O)(=O)N4CCCCCC4)cc3c2c1)N1CCCCCC1
-2 | . | Cc1nc2cc(NC(=O)COc3cccc(C)c3C)ccc2o1
-2 | . | Cc1ccc(S(=O)(=O)[C@H]2CS(=O)(=O)C[C@@H]2NCc2ccccn2)cc1
4 | . | Cn1c(NCc2ccc3c(c2)OCO3)nc2c1c(=O)n(Cc1ccc(F)cc1)c(=O)n2C
-7 | . | c1ccc2sc(C3CCN(Cc4nc(C5CC5)no4)CC3)nc2c1
2 | . | Cc1ccc(-c2nc(CN3CCCC3c3ccsc3)co2)cc1 (configuration not stated)
-3 | . | CC(CCc1ccccc1)NCC1CCCO1 (configuration not stated)
-4 | . | Cc1cccc(NC(=O)CSc2nc3ccccc3c(=O)n2CCn2cc(Cl)cn2)c1C
2 | . | CC(C)CCn1nc(C(=O)Nc2nccs2)c2ccccc2c1=O
-3 | . | Cn1c(=O)[nH]c(=O)c2c1nc1n(-c3ccc(Cl)cc3)c(-c3ccccc3)cn21
41 | . | CCOc1cc(N)c(C#N)cc1OCC
-12 | . | Cc1ccc(-n2c(SCc3cccc(C#N)c3)nnc2N2CCCC2)cc1
12 | . | CCc1cc(C(N)=O)sc1C
8 | . | CCCCCCCCS(=O)CCCCO (configuration not stated)
2 | . | O=C(/C=C/c1cc2cc(Cl)ccc2o1)NC1CCCC1
-5 | . | Cc1nn(CC(=O)N2CCCCC2C)c(C)c1S(=O)(=O)NC(C)(C)C (configuration not stated)
-4 | . | Cc1ccc(CC(=O)N(C)CC(=O)Nc2ccccc2C(F)(F)F)cc1
4 | . | C/C(CC(C)(C)C1CCCCC1)=N\O
-3 | . | O=[S+]([O-])(c1ccc(N2CCOCC2)nc1)N1CCN([S+](=O)([O-])c2c(F)cccc2F)CC1
-9 | . | O=C(CN1CCN(c2cccc(Cl)c2)CC1)NC1CCS(=O)(=O)C1 (configuration not stated)
-5 | . | Cc1cccc(C(=O)NCC(=O)OC(C(=O)Nc2cc(C(F)(F)F)ccc2Cl)c2ccccc2)c1 (configuration not stated)
-1 | . | CCOC(=O)C1=CN(c2ccc(F)cc2)C=C(C(=O)OCC)C1c1ccc(F)cc1
-1 | . | CCCCCc1ccc(-c2ccc(C3CCC(CC)CC3)cc2)nc1 (configuration not stated)
-2 | . | Cc1nc(N2CCCCC2)cc(N2CCN(C(=O)c3ccccc3C(F)(F)F)CC2)n1
17 | . | O=C(O)c1cc2ccc3cccnc3c2[nH]1
9 | . | COc1cccc(NC(=O)CN(C)CC(=O)Nc2c(C)cccc2C)c1
1 | . | CN(C(=O)c1ccccc1Br)C(C)(C)C
18 | . | Cc1ccc(CNC(=O)Cc2c[nH]c3ccccc23)cc1
-1 | . | O=S(=O)(Nc1ccc(F)cc1)c1ccc(-c2cnc(C3CC3)o2)cc1
-7 | . | COC(=O)c1ccc(/C=C/C(=O)C23CC4CC(CC(C4)C2)C3)cc1
9 | . | O=C(CSc1ncnc2nc[nH]c12)NCCc1c[nH]c2ccc(Cl)cc12
7 | . | O=C(c1ccc(Cl)cc1Cl)N(CCS(=O)(=O)N1CCCC1)Cc1ccncc1
0 | . | N#CCCN1CCN(C(C(=O)O)c2cn(CCC(=O)O)c3ccc(Br)cc23)CC1 (configuration not stated)
-4 | . | Cc1oc(-c2ccccc2)nc1CC(=O)Nc1ccccc1C(C)(C)C
4 | . | CCCCCCSC1=C(C#N)C(c2ccc(C)cc2)CC(=O)N1 (configuration not stated)
-4 | . | CN1CCN(C(=O)Cn2ccc3ccccc32)CC1
5 | . | Cc1cc(C(=O)N(Cc2cccs2)C2CC2)c(C)o1
8 | . | O=C(CCc1ncc(-c2ccccc2Cl)o1)N1CCN(S(=O)(=O)c2cc(F)ccc2F)CC1
-4 | . | CCOc1ccc(CCNC(=O)c2cc(=O)c3ccccc3o2)cc1OCC
-1 | . | Cc1[nH]c2ccccc2c1C1c2ccccc2C(=O)N1CC(=O)NCC(N)=O (configuration not stated)
-3 | . | Cc1ccc(COC(=O)C(C)NC(=O)c2ccccc2)cc1 (configuration not stated)
8 | . | O=C(NCCc1ccccc1)Nc1ccc2nc(NS(=O)(=O)c3ccccc3)sc2c1
-4 | . | COC(=O)c1c2c(c3ccccc3c1-c1ccccc1)OC(c1ccc(OC)cc1)(c1ccc(OC)cc1)C=C2
-1 | . | CCCC(=O)Nc1ccc(C(=O)Nc2cc(C)cc(C)c2)cc1
-1 | . | O=C(Cc1cc(Cl)c2c(c1)OCCO2)NC1CCN(CC2CCCCC2)CC1
6 | . | O=C(CSc1cn(Cc2cccc(F)c2)c2ccccc12)N1CCCCC1

Entries above that have bromine, in the order listed:
LDHA inh | PI4K2A block | molecule
. | 2 | S=c1[nH]nc(-c2n[nH]c3c2CCC3)n1N=Cc1ccc(Br)s1
1 | . | O=C(/C=C/c1cccc(O)c1)c1cccc(Br)c1
-8 | . | COc1ccccc1CNC(=O)c1ccc(CS(=O)c2ccc(Br)cc2)o1 (configuration not stated)
1 | . | CN(C(=O)c1ccccc1Br)C(C)(C)C
0 | . | N#CCCN1CCN(C(C(=O)O)c2cn(CCC(=O)O)c3ccc(Br)cc23)CC1 (configuration not stated)

Filtered by structure: the compounds so far with a tert-butyl group.
LDHA inh | PI4K2A block | molecule
-8 | . | CC(C)(C)NC(=O)NC(=O)CSc1nnc(-c2c[nH]c3ccccc23)o1
-5 | . | Cc1nn(CC(=O)N2CCCCC2C)c(C)c1S(=O)(=O)NC(C)(C)C (configuration not stated)
1 | . | CN(C(=O)c1ccccc1Br)C(C)(C)C
-4 | . | Cc1oc(-c2ccccc2)nc1CC(=O)Nc1ccccc1C(C)(C)C

Later entries.
LDHA inh | PI4K2A block | molecule
-2 | . | CCc1ccc2oc(C(=O)Nc3nnc(C(C)C)s3)cc(=O)c2c1
9 | . | COc1ccc(OC)c(S(=O)(=O)Nc2ccc(Nc3nc(C)cc(N(C)C)n3)cc2)c1
5 | . | CCCCNC(=O)Cc1c[nH]c2ccccc12
-11 | . | NC(=S)NN=C1CCCCCCCCCCC1
-5 | . | O=C(Nc1ccc2c(c1)CCC2)c1ccc(Br)cc1
-22 | . | CC(C)n1nccc1N(CC(=O)Nc1cccc(Br)c1)S(=O)(=O)c1ccccc1
-6 | . | O=C(Nc1c(F)cc(F)cc1Br)C1CCN(C(=O)N2CCOc3ccccc32)CC1
2 | . | CC1CCC(N(C)C(=O)c2nn(-c3ccccc3)c(=O)c3ccccc23)CC1 (configuration not stated)
5 | . | COCCn1c(N2CCN(C)CC2)nc2c1c(=O)n(C)c(=O)n2C
1 | . | O=C1Nc2cc(Cl)c(Cl)cc2N(O)N1c1cccc(Br)c1
-12 | . | CC(C)c1ccc(NC(=O)COc2ncnc3ccccc23)cc1
-2 | . | COc1ccc(Cl)cc1S(=O)(=O)N1CCN(S(=O)(=O)c2ccc3c(c2)OCCO3)CC1
